# Myeloid diff MLP: myeloid differentiation induction. calls only at 10 µM. 1% of 360,000 active. ER-HoxA9 myeloid progenitors, lysozyme-GFP differentiation, flow cytometry. AID 624256;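 active = normalized GFP-positive differentiation at or above the plate's own cutoff, the solvent-only control mean plus 3 SD; inconclusive = no clear call, values can overlap the other calls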;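 also: cells exposed to compound for four days before flow analysis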
# HIV peptide binding: inhibitors of HIV fusion peptide binding, primary screen, biochemical, uHTS, fluorescence dequenching (AID 1986); cell-free peptide binding, fluorescence dequenching, 30 min; higher % means a stronger effect; one-dose inhibition, % at 20 µM; IC50 in µM for titrated hits; 0.3% of 290,000 active; in the data active = inhibition mostly above about 52%, no sharp cut-off; inactive = mostly below about 76%; also: some results filed as inactive read as strong as hits
# XIAP displacement: small molecules displacing peptide from XIAP – biochemical, IAP family, fluorescence polarization (AID 1018). XIAP BIR domain, fluorescence polarization peptide displacement; higher % means a stronger effect. one-dose displacement, % at 20 µM; IC50 in µM for titrated hits. 0.007% of 200,000 active; in the data active = displacement above about 50%; also: a part of the inactive calls stands beside numbers as strong as those of hits
# LYP phosphatase: PTPN22 lymphoid phosphatase activity blockers – biochemical, fluorescence intensity, uHTS (AID 1779). recombinant LYP phosphatase, fluorescence intensity; higher % means a stronger effect. inhibition, % at 11.5 µM, or IC50 in µM where a hit was titrated. 0.054% of 290,000 active;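 also: plate controls were vehicle with enzyme for no effect and no enzyme for full effect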
# AID2073: inhibitors of Mint1-CaV2.2 protein interaction, biochemical, HTRF (AID 2073). HTRF protein-protein interaction, Mint1-CaV2.2; higher % means a stronger effect. one-dose inhibition, % at 20 µM; IC50 in µM for titrated hits. 0.19% of 290,000 active; in the data active = inhibition mostly above about 51%, no sharp cut-off; inconclusive = no clear call, values can overlap the other calls; inactive = mostly below about 53%; also: some results filed as inactive read as strong as hits
# SIAH1 antagonists: Siah-1 peptide-binding antagonists, primary screen, biochemical, fluorescence polarization, rhodamine-plectin, uHTS (AID 1817); Siah-1 / rhodamine-plectin peptide fluorescence polarization; higher % means a stronger effect; displacement, % at 20 µM; hits with a dose series show IC50 in µM; 0.02% of 290,000 active;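 active = displacement of at least 50% at 20 µM, with a fluorescence ratio check between 0.3 and a set limit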;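 also: plate controls were Siah plus tracer with DMSO for no effect and tracer alone without Siah for full effect; strong numbers were not always called active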
# Dengue-2 NS5 capping: flavivirus cap methylation enzyme inhibition – biochemical, confirmation dose response, primary screen (AID 588689) | Dengue-2 NS5 methyltransferase capping enzyme assay, biochemical; higher % means a stronger effect | inhibition, % at 25 µM, or IC50 in µM where a hit was titrated | 0.3% of 340,000 active; in the data active = a potency from the dose series; inconclusive = inhibition above about 29% without an active follow-up result
# Hep lipid drop: modulators of hepatic lipid droplet formation. AML12 mouse hepatocytes, oleate lipid droplets, BODIPY imaging. inhibition, % at 6.5 µM. 0.4% of 240,000 active. AID 1656;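 active = lipid droplet intensity inhibited by at least 50%, with more than 500 cells counted; inconclusive = wells with under 300 cells, treated as cytotoxic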
#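 Test system: AML12 mouse liver cells; schedule: overnight exposure; technique: high-content imaging of BODIPY-stained droplets and DAPI nuclei; read-out: % inhibition of corrected integrated BODIPY droplet signal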
# NOD2 inhibition: NOD2 signaling inhibitors, cell-based, luminescence, uHTS, HEK293 (AID 1566); HEK293 NOD2/NF-kB luciferase reporter, luminescence; higher % means a stronger effect; one-dose inhibition, % at 4 µM; EC50 in µM for titrated hits; 0.63% of 290,000 active; also: many of its hits are not listed in these tables
# Hep lipid drop cells 6.5 µM: further read-out of Hep lipid drop, marked with its call; cell count; measured here: cell count, cytotoxicity flag;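 cells counted across two imaged fields per well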
# Dengue-2 NS5 capping pilot replicate: also measured in Dengue-2 NS5 capping; calls as there; inhibition, %; measured here: pilot screen replicate inhibition
# Myeloid diff MLP GFP+ MAC1+ %: also measured in Myeloid diff MLP; calls as there; GFP+ MAC1+ double positive, %; measured here: differentiation confirmed by MAC1 staining
# Numbers without * were called inactive; i = inactive; ? = inconclusive; nt = not tested or not shown; & = joins results of further samples. Rule as the data show it, unless noted: active = inhibition above about 50%; inactive = the rest. These rows are one share of the data; the hit share may differ from the screen's.
SMILES,Myeloid diff MLP,Myeloid diff MLP GFP+ MAC1+ %,HIV peptide binding,XIAP displacement,LYP phosphatase,AID2073,SIAH1 antagonists,Dengue-2 NS5 capping,Hep lipid drop,Hep lipid drop cells 6.5 µM,NOD2 inhibition,others
CCc1nn(CCCN2CCN(c3cccc(Cl)c3)CC2)c(=O)n1CCOc1ccccc1,i,5.8&6.6,-0.8%&-1.6%,-5.3%,-14%&-3%,18%&12%,-4%&7%,-2%&-1%,-11&-28,797&676,43%&13%,
O=C1CN(C(=S)NC(=O)c2ccc(-c3ccccc3)cc2)CCN1,i,0.2,0.9%,-5.3%,-8%,11%,-3%,-7%,-1,688,-28%,
Cc1ccc(CN2C(=O)CCC2C(=O)NCCN2CCN(c3cccc(Cl)c3)CC2)cc1 (configuration not stated),i,0.6,0.0%,nt,2%,5%,-1%,3%,-11,708,3%,
Cc1ccc(-c2nnn3c2nc(Cl)c2ccccc23)cc1,i,0.6,0.0%,-3.0%,-7%,28%,6%,-12%,-8,727,-7%,
Cc1c(Nc2ncnc3c2cnn3-c2ccccc2)c(=O)n(-c2ccccc2)n1C,i,9.5,-2.4%,-7.8%,-4%,5%,4%,-5%,-1,692,-6%,
CCN(CC(=O)Nc1c(F)cccc1F)C(=O)c1ccc(Cl)c(S(=O)(=O)N2CCCCC2)c1,i,0.7,0.6%,nt,-7%,8%,1%,2%,-3,817,-14%,
CCn1c(COc2ccccc2)nnc1SCC(=O)Nc1ccc2c(c1)OCCO2,i,0.5,-0.6%,-6.8%,-1%,1%,3%,-1%,18,770,3%,
Cc1ccc(NS(=O)(=O)c2cn(C)c(=O)n(C)c2=O)c(C)c1,i,3.4,0.1%,nt,-7%,11%,-7%,-3%,5,780,7%,
CCOC(=O)c1ccc2[nH]c(C)cc(=O)c2c1,i,0.4,-3.5%,4.7%,-7%,-18%,3%,-3%,nt,nt,6%,
O=C(/C=C/c1cccc([N+](=O)[O-])c1)NCCSCc1ccc(Cl)cc1Cl,i,1.1,-2.2%,-6.4%,-3%,8%,-2%,-4%,-20,612,-49%,
COc1cccc(NC(=O)CSc2nnc(Cc3cccs3)n2-c2ccc(C)cc2)c1,i,0.5,-0.7%,-10%,-2%,-14%,-5%,-3%,-28,817,31%,
CN(C)/N=C/c1ccc(Sc2ccc([N+](=O)[O-])cc2[N+](=O)[O-])o1,i,0.3,-1.7%,-6.7%,0%,-5%,14%,-10%,-15,702,6%,
O=C(Nc1ccccc1F)Nc1ccccc1N1CCCCC1,i,0.7,1.6%,nt,6%,15%,-2%,-2%,0,718,12%,
CCSCc1nnc(SCC(=O)Nc2nccs2)n1CC,i,0.4,0.7%,-0.4%,-13%,-4%,3%,0%,-2,548,12%,
Cc1ccc(NC2=CC(=O)C(=O)c3ccccc32)cc1,i,1.3,0.1%,-6.3%,-3%,2%,3%,55%,-6,746,-8%,Dengue-2 NS5 capping pilot replicate=5.2
C/C(=N\OCc1ccc(C#N)cc1)c1ccc(S(=O)(=O)N(C)C)cc1,i,1.7,-0.5%,nt,-1%,1%,-2%,-9%,-12,835,-9%,
CCn1c(CNC(=O)Cc2ccc(OC)cc2)nnc1SCC(=O)c1ccc(Br)cc1,i,3.0,-2.9%,-4.5%,-6%,-4%,5%,-1%,-6,661,3%,
CN(CCc1ccccc1)C1CCCN(S(=O)(=O)N(C)C)C1 (configuration not stated),i,0.5,1.3%,nt,5%,-5%,2%,-12%,0,851,-2%,
O=C(Cc1cccs1)Nc1cccc(-c2ccc3nncn3n2)c1,i,0.3,-0.2%,-2.9%,-6%,5%,-6%,5%,1,731,-6%,
COc1cccc(/C=N/NC(=O)C(C)Cn2cnc3ccccc32)c1 (configuration not stated),i,0.9,-0.2%,nt,-1%,0%,3%,nt,-55,539,14%,
CC(C)CCC(C(=O)NC(C)c1ccccc1)C(=O)NC(C)c1ccccc1 (configuration not stated),i,0.5,-1.0%,nt,-5%,11%,11%,-9%,-8,758,6%,
Cc1ccccc1NCC(=O)N=Nc1c(O)[nH]c2ccc([N+](=O)[O-])cc12,i,0.6,2.2%,nt,4%,21%,-2%,-4%,nt,nt,16%,
O=CN1CCN(C(=O)c2ccccc2Cl)CC1,i,0.7,-0.8%,-4.2%,-8%,5%,1%,-2%,4,821,-2%,
O=C1O/C(=C\C(=O)N2CCOCC2)c2ccccc21,i,0.7,-0.4%,-3.4%,-4%,-11%,0%,-5%,nt,nt,8%,
COc1ccc(OC)c(NC(=O)CSC2=NN3CCCC(=O)N=C3S2)c1,i,3.5,0.6%,nt,-6%,4%,3%,4%,nt,nt,22%,
# Following part:
SMILES,Myeloid diff MLP,Myeloid diff MLP GFP+ MAC1+ %,HIV peptide binding,XIAP displacement,LYP phosphatase,AID2073,SIAH1 antagonists,Dengue-2 NS5 capping,Hep lipid drop,Hep lipid drop cells 6.5 µM,NOD2 inhibition,others
CCCC(=O)Nc1ccc(Cl)c(NC(=O)c2ccc(Br)o2)c1,i,8.7,2.5%,-4.0%,-1%,-4%,2%,10%,0,759,10%,
O=C(CNc1ccccc1)Nc1ccc(F)cc1,i,2.1,-3.1%,-9.7%,-6%,-2%,-4%,-4%,nt,nt,-49%,
O=C(NCC1CCCCC1)c1cccc(Br)c1,i,1.0,-0.1%,nt,-10%,0%,-2%,-9%,-9,791,-20%,
O=S(=O)(c1ccc(F)cc1)c1snnc1-c1ccccc1,?,nt,-3.7%,-6.7%,-4%,-9%,-3%,-1%,-22,702,-4%,
Cc1nnc(SCC(C)C)[nH]c1=O,i,0.5,-1.0%,-5.6%,-8%,12%,-1%,-2%,nt,nt,2%,
CCOC(=O)C1Nc2ccc(Br)cc2C2C=CCC12 (configuration not stated),i,0.2,35%,nt,0%,38%,-7%,5%,2,772,5%,
CC(C)NC(=O)C1CCN(C2CCN(Cc3nc4ccccc4s3)CC2)CC1,i,0.1,3.0%,-5.2%,3%,21%,2%,-13%,1,678,20%,
COc1ccc(C(=O)NC2CCCc3ccccc32)cc1OC1CCN(C(C)=O)CC1 (configuration not stated),i,6.6,-0.9%,nt,-8%,23%,-6%,4%,4,729,11%,
COC(=O)CC1NCCNC1=O (configuration not stated),i,1.0,-1.9%,-4.0%,-12%,-2%,-2%,-9%,nt,nt,6%,
Cc1cccnc1NC(=O)Nc1ccccc1,i,0.8,1.6%,nt,-6%,?,1%,-3%,-5,688,-14%,
COc1ccc(N(C)C(=O)Cn2c(=O)oc3ccccc32)c(OC)c1,i,0.9,-0.9%,nt,-6%,-9%,-1%,-1%,-12,802,4%,
CCOc1ccccc1N1CCN(CC(=O)Nc2cc(C)on2)CC1,i,0.5,1.5%,-7.0%,-6%,10%,3%,-4%,15,669,11%,
COc1cc(/C=C/C(=O)c2ccc(NS(=O)(=O)c3ccc(C)cc3)cc2)ccc1OC(F)F,i,1.0,1.8%,-2.7%,3%,16%,-5%,-9%,-2,639,-45%,
COc1ccc(CCNC(=O)CC2C(=O)NCCN2CC(C)(C)C)cc1 (configuration not stated),i,0.6,1.5%,-3.0%,-7%,-11%,0%,nt,19,763,13%,
Cc1ccc(-c2nnc(/C=C/c3ccccc3)o2)cc1,i,0.7,-0.1%,-9.9%,3%,28%,-6%,-2%,-19,576,-70%,
COc1ccc(CCNc2nc(-c3ccc(O)cc3)cs2)cc1OC,i,0.6,-1.0%,nt,-4%,6%,-3%,-1%,-4,844,24%,
O=C(Nc1cc(S(=O)(=O)N2CCOCC2)ccc1N1CCCC1)c1ccc2c(c1)S(=O)(=O)c1ccccc1C2=O,i,0.8,-1.9%,-1.3%,0%,48%,14%,-7%,0,687,-4%,
Cc1nc(NS(=O)(=O)c2ccccc2)sc1C(=O)NNS(=O)(=O)c1ccccc1,i,2.3,5.5%,nt,-4%,-2%,6%,2%,-7,821,-6%,
COc1ccc(OC)c(NC(=O)C23CCC(C)(C(=O)O2)C3(C)C)c1 (configuration not stated),i,1.0,1.4%,-0.8%,-2%,-1%,0%,1%,26,702,9%,
CC(=O)Nc1ccc(C(=O)N/N=C/c2ccccc2OCc2ccccc2)cc1,i,0.5,-0.5%,1.8%,9%,2%,10%,1%,11,677,5%,
NC(=O)CC(NC(=O)c1ccccc1)c1ccc(NCc2ccccc2)c([N+](=O)[O-])c1 (configuration not stated),i,1.8,-2.9%,nt,-6%,-11%,5%,-3%,36,610,0%,
CCOC(=O)Cn1c(-c2ccccn2)nc2ccccc21,i,1.0,2.1%,1.7%,-10%,5%,-3%,2%,nt,nt,5%,
CCOC(=O)c1sc(NC(=S)NC(=O)c2cccc(Cl)c2)c(C(=O)OCC)c1C,i,0.5,0.6%,0.8%,3%,-4%,2%,-5%,-2,632,-12%,
CC(=O)N1CCc2cc(S(=O)(=O)NCCC(=O)N3CCc4ccccc4C3)ccc21,i,6.2,15%,-0.2%,-6%,8%,2%,-3%,nt,nt,12%,
NC(=O)C1(N2CCCCC2)CCN(C(=S)Nc2ccccc2)CC1,i,0.2,2.7%,-3.6%,3%,-21%,3%,-4%,-13,653,-2%,

# Structures shown so far with a Cl atom (8):
SMILES,Myeloid diff MLP,Myeloid diff MLP GFP+ MAC1+ %,HIV peptide binding,XIAP displacement,LYP phosphatase,AID2073,SIAH1 antagonists,Dengue-2 NS5 capping,Hep lipid drop,Hep lipid drop cells 6.5 µM,NOD2 inhibition,others
CCc1nn(CCCN2CCN(c3cccc(Cl)c3)CC2)c(=O)n1CCOc1ccccc1,i,5.8&6.6,-0.8%&-1.6%,-5.3%,-14%&-3%,18%&12%,-4%&7%,-2%&-1%,-11&-28,797&676,43%&13%,
Cc1ccc(CN2C(=O)CCC2C(=O)NCCN2CCN(c3cccc(Cl)c3)CC2)cc1 (configuration not stated),i,0.6,0.0%,nt,2%,5%,-1%,3%,-11,708,3%,
Cc1ccc(-c2nnn3c2nc(Cl)c2ccccc23)cc1,i,0.6,0.0%,-3.0%,-7%,28%,6%,-12%,-8,727,-7%,
CCN(CC(=O)Nc1c(F)cccc1F)C(=O)c1ccc(Cl)c(S(=O)(=O)N2CCCCC2)c1,i,0.7,0.6%,nt,-7%,8%,1%,2%,-3,817,-14%,
O=C(/C=C/c1cccc([N+](=O)[O-])c1)NCCSCc1ccc(Cl)cc1Cl,i,1.1,-2.2%,-6.4%,-3%,8%,-2%,-4%,-20,612,-49%,
O=CN1CCN(C(=O)c2ccccc2Cl)CC1,i,0.7,-0.8%,-4.2%,-8%,5%,1%,-2%,4,821,-2%,
CCCC(=O)Nc1ccc(Cl)c(NC(=O)c2ccc(Br)o2)c1,i,8.7,2.5%,-4.0%,-1%,-4%,2%,10%,0,759,10%,
CCOC(=O)c1sc(NC(=S)NC(=O)c2cccc(Cl)c2)c(C(=O)OCC)c1C,i,0.5,0.6%,0.8%,3%,-4%,2%,-5%,-2,632,-12%,
